Tn7 DDE FP – inhibitors of Tn7 peptide binding to fibrin DD(E), primary screen, biochemical, fluorescence polarization, human fibrin, Tn7 probe; inhibition, % at 8.3 µM; 370,000 tested, 0.13% active; FP displacement of FITC-Tn7 peptide from fibrin DD(E); 0% = median of compound wells per plate; Fibrinogen beta chain (Homo sapiens), P02675;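 active = inhibition above the mean of compounds falling within the control limits plus 3 SD of them, cut at about 14% in these data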;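 also: 0% = plate median of compound wells and 100% = 10 µM Aha-Tn7 peptide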
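Measure: % inhibition scaled between sample-field median and high-control FP; Test system: human fibrin DD(E); Quantity: 2 µM final DD(E) protein; Doses: one dose, 8.3 µM nominal; Schedule: compound with protein 10 min, then 3 h after probe, room temperature; Detection: fluorescence polarization; Medium: Tris buffer with calcium and detergent, pH 7.8.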
mABHD4 FP – ABHD4 inhibitors, primary screen, biochemical, fluorescence polarization, mouse | (Lyso)-N-acylphosphatidylethanolamine lipase (Mus musculus), Q8VD66 | purified mABHD4, FP-Rh probe fluorescence polarization | inhibition, % at 8.92 µM | 370,000 tested, 0.54% active | AID 720543, 2013;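 active = inhibition exceeding the mean over every tested compound plus 3 SD, cut at about 30% in these data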;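 also: 0% = plate median of compound wells and 100% = S159A mutant with DMSO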
Target sequence (Q8VD66 whole entry, looked up): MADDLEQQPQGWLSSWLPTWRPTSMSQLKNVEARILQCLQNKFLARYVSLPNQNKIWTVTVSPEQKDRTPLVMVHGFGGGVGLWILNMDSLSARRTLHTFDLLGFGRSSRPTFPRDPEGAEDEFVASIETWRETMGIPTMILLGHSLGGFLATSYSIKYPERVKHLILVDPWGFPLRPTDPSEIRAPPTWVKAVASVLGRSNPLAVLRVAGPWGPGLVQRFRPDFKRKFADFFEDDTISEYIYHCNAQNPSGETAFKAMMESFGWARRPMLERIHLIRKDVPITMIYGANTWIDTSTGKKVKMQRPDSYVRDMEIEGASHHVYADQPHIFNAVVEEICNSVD
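Material: mouse ABHD4 enzyme, wild type; Benchmarks: S159A mutant high control, sample median low control; Buffer or medium: HEPES pH 7.0, NaCl, Pluronic buffer; Signal: fluorescence polarization; Read-out: percent inhibition of probe binding, normalized to plate controls; Timing: pre-incubation 45 min, probe exposure 60 min, at 25 °C; Dosing: 8.92 µM, single dose.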
LEDGF integ inh – blockers of LEDGF/p75-dependent integrase strand transfer – biochemical, TR-FRET, high throughput, primary screen; HIV-1 integrase (with human LEDGF/p75); TR-FRET IN-LEDGF/p75 DNA integration, Eu/Cy5; inhibition, % at 3.7 µM; 370,000 tested, 0.64% active; AID 743269, 2014;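 active = inhibition above the screen-wide mean plus 3 SD, cut at about 13% in these data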;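 also: signal is the Cy5 over europium emission ratio at 671 and 618 nm; 0% = plate median of compound wells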
TDP2 inh – human TDP2 enzyme inhibitors, primary screen, biochemical, epi absorbance, recombinant enzyme; AID 720702, 2013; T5PNP hydrolysis, p-nitrophenol absorbance 415 nm; 370,000 tested, 0.34% active; Tyrosyl-DNA phosphodiesterase 2 (Homo sapiens), O95551; inhibition, % at 12.8 µM;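 active = inhibition above the mean of all tested compounds plus 3 SD, set per campaign, cut at about 25% in these data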;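 also: 0% = DMSO with enzyme and 100% = buffer with substrate but no TDP2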
Target sequence (O95551 whole entry, looked up): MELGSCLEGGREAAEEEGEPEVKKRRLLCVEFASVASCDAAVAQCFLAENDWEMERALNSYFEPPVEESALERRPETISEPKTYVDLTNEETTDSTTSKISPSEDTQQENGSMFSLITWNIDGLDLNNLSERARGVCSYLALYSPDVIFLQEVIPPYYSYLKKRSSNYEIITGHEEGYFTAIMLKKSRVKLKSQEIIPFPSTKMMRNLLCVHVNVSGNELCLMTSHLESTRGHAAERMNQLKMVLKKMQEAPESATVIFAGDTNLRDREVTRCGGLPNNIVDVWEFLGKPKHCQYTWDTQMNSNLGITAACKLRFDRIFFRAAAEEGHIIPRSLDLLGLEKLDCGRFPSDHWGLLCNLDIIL
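Evaluation: % inhibition relative to enzyme-containing and enzyme-free wells. Material: recombinant human TDP2. Benchmarks: enzyme-free and DMSO wells. Timing: enzyme reaction with compound for 2 h at 37 °C. Compound dosing: 12.8 µM only. Measured by: p-Nitrophenol epi absorbance. Reagent: T5PNP substrate at 5 mM, a TopII-DNA adduct mimic. Replication: single well per compound.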
PG9 binder – binders of HIV-1 gp120 antibody PG9, primary screen, biochemical, TR-FRET; HIV-1 gp120 / PG9 antibody interaction; TR-FRET gp120-PG9 antibody binding; inhibition, % at 6.7 µM; 360,000 tested, 0.43% active; in the data active = inhibition above about 8.5%
SIAE inh – human SIAE inhibitors, primary screen, biochemical, fluorescence polarization, FP-Rh probe, 1536-well HTS; Sialate O-acetylesterase (Homo sapiens), Q9HAT2; 370,000 tested, 0.69% active; AID 1053197, 2014; inhibition, % at 9.66 µM; SIAE FP-Rh probe binding;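 active = inhibition above a cutoff: mean of compounds within the control limits plus 3 SD of those, cut at about 17% in these data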;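 also: 0% = plate median of compound wells and 100% = probe without SIAE protein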
UHRF1 binding – UHRF1 methylated DNA binding inhibitors, primary screen, counter-screen for MBD2 inhibitor project, biochemical, TR-FRET, human UHRF1, single concentration | E3 ubiquitin-protein ligase UHRF1 (Homo sapiens), Q96T88 | UHRF1 binding to methylated oligo | inhibition, % at 4.4 µM | 370,000 tested, 0.75% active | AID 687016, 2013; in the data active = inhibition above about 21%;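 also: UHRF1 SRA domain binding a hemimethylated CpG hairpin DNA probe; 0% = median of test compound wells and 100% = reference inhibitor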
TCR-CD3 inh – inhibitors of human TCR-CD3 interaction, primary screen, biochemical, fluorescence, TAMRA-labeled TCR probe; T-cell receptor (TCR); inhibition, % at 9.4 µM; 360,000 tested, 0.37% active; in the data active = inhibition above about 19%;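 also: recombinant mutant TCR 2C K166C tagged with TAMRA read by polarization; 0% = receptor in buffer alone and 100% = receptor with positive control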
HTRA1 inh – HTRA1 serine protease inhibitors, primary screen, biochemical, fluorescence polarization, HTS; recombinant HTRA1, FP-rhodamine activity-based probe; inhibition, % at 5.96 µM; 340,000 tested, 0.5% active; in the data active = inhibition above about 36%;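 also: 0% = enzyme with DMSO and 100% = wells lacking enzyme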
PRMT1 FP inh – PRMT1 methyltransferase inhibitors, primary screen, biochemical, fluorescence polarization. Protein arginine N-methyltransferase 1 (Homo sapiens), Q99873. recombinant PRMT1, activity-based probe fluorescence polarization. inhibition, % at 2.79 µM. 370,000 tested, 1.3% active. AID 652257, 2013;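 active = inhibition above about 21% made by adding two undisclosed values, limit read from the data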
Target sequence (Q99873 whole entry, looked up): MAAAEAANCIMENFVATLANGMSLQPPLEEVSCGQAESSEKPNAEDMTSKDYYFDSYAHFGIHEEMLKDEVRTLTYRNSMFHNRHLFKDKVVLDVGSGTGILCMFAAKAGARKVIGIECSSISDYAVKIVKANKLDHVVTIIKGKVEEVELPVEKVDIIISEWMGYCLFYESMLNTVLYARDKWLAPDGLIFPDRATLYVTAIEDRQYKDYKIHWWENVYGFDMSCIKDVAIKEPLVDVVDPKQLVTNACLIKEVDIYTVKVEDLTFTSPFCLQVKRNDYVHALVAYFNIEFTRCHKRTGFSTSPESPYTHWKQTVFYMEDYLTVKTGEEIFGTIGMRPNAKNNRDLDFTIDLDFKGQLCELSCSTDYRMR
Active calls of the source: *; nt = no result given. Rows were taken by chance, and some 4.2% of all compounds hit somewhere here.

SMILES	Tn7 DDE FP	mABHD4 FP	LEDGF integ inh	TDP2 inh	PG9 binder	SIAE inh	UHRF1 binding	TCR-CD3 inh	HTRA1 inh	PRMT1 FP inh
CCCn1c(-c2cccs2)nc2c1c(=O)[nH]c(=O)n2Cc1ccccc1	8	-1	1	12	0.7	-2	-2	5	-7	-4
Cn1c(=O)c2c(Nc3ccc(F)cc3)cc(=O)n(-c3ccccc3)c2n(C)c1=O	3	6	-1	1	-0.3	-5	2	2	nt	4
O=C(NCc1cccc(Cl)c1)C1Cc2c(-c3ccccc3Oc3ccccc3)ccnc2O1 (configuration not stated)	4	-6	-1	1	-1.9	-1	-1	8	nt	-2
Cc1cc(NC2CCCCC2)nc(NCc2ccccc2)n1	-10	14	-1	-8	-1.7	-2	8	-2	-16	-1
CCC(C)Oc1cccc(C(=O)Nc2ccccc2N2CCOCC2)c1 (configuration not stated)	-1	-7	0	-7	-1.2	2	-3	6	-19	-1
CCc1ccc(C(=O)CN(C#N)c2nc(C)cc(C)n2)cc1	-4	5	1	-2	-0.3	4	-3	4	-14	-1
COc1ccccc1C(CNc1nc(C(F)(F)F)nc2ccccc12)N(C)C (configuration not stated)	-3	12	-4	-5	1.6	2	4	-10	8	2
O=C(CCC1CCCC1)NCc1cccs1	3	-3	-2	-9	-0.8	-5	-2	-4	0	-2
O=C(NCCc1ccc(F)cc1)c1cc([N+](=O)[O-])ccc1N1CCOCC1	0	0	-4	-10	1.2	-6	3	-1	-1	2
CC(C)CCNC(=O)C1CC(c2ccc(C(F)(F)F)cc2)=NO1 (configuration not stated)	2	1	-1	-13	1.1	0	1	2	-6	0
CCN(CC(=O)Nc1ccc(OC)cc1)C(=O)c1cc([N+](=O)[O-])ccc1N1CCOCC1	1	-3	3	-6	-1.6	11	2	-8	4	-4
CC1CC(C)(C)NC(=S)N1CCCC(=O)NCCc1ccc(Cl)cc1 (configuration not stated)	-2	-1	2	8	-0.3	-3	-2	5	-2	-4
CC1(C)CC(NC(=O)C(F)(F)F)CC(C)(C)N1OC(=O)c1ccco1	2	8	-4	-3	-0.6	-2	3	0	-4	4
CCOc1ccccc1N1CCN(S(=O)(=O)c2cccs2)CC1	-2	-2	-1	6	0.4	0	4	5	-11	-2
OCCC1CN(Cc2nc3ccccc3s2)CCN1C1CCCC1 (configuration not stated)	3	2	-1	-12	0.4	8	-2	1	7	-4
COCC#Cc1ccc(CC[C@H]2O[C@H]3CC[C@H](CO)O[C@H]3C[C@H]2n2cc(C(C)(C)O)nn2)cc1	1	-2	-1	12	nt	0	2	nt	nt	-3
CN(C)c1ccc(/C=N/NC(=O)CNC(=O)c2ccc3c(c2)OCCO3)cc1	-6	6	1	2	-8.5	-2	-2	5	3	-1
CCOc1cc(C(=O)NCc2ccc(C)cc2)ccc1OCC(=O)N1CCOCC1	4	-1	-2	8	-2.2	4	-2	3	-1	0
CC(NC(=O)c1ccncc1)c1ccc(Br)cc1 (configuration not stated)	-4	3	-1	5	-1.0	-1	3	-3	-2	3
Cc1ccsc1/C=N/NC(=O)c1nnn(-c2nonc2N)c1CSc1ccccc1	-7	3	-2	-2	-0.1	13	-2	-4	-3	2
O=C1c2ccccc2S(=O)(=O)c2cc(N3CCOCC3)ccc21	-3	0	-2	-13	-0.2	-6	-3	3	2	4
CN(CC(=O)NC1CCCCC1)S(=O)(=O)c1cccc2cccnc12	6	4	-2	2	-0.5	9	-1	7	-7	-2
O=C(OCCN1C(=O)c2ccccc2C1=O)c1cccc(OC(F)F)c1	1	0	-1	8	-2.0	2	0	3	-8	-2
CCOc1ccccc1NC(=O)CCc1c(C)nn(-c2ccc(N3CCCCC3)nn2)c1C	-2	-10	3	2	1.1	-1	1	0	-3	0
CCc1ccc(NS(=O)(=O)c2cc(OC)ccc2OC)cc1	-1	6	3	-5	1.1	11	-1	-5	-13	-1
Cc1cc(C)c2c(-n3cccc3)c(C(=O)O)sc2n1	2	-1	-2	7	-2.0	3	-3	7	1	2
Cc1cccc(N2CCN(C(=O)c3cccs3)CC2)c1C	0	0	1	-2	-3.1	5	2	3	4	-4
CCOCCn1c(CN2CCCCC2C)nc2c1c(=O)n(C)c(=O)n2C (configuration not stated)	0	-5	1	-4	1.6	-2	2	-8	0	-4
Cc1cc2cc(CNC(=O)c3ccc(S(=O)(=O)N4CCOCC4)cc3)ccc2n1C	3	23	-1	-3	-0.9	9	-4	48*	15	4
Cc1cccc(C)c1OCc1nc2ccccc2[nH]1	-1	6	-3	5	0.3	-7	4	-9	2	1
Cc1cc(C)cc(NC(=O)CSc2nnc(-c3ccc(S(=O)(=O)N4CCCC4)cc3)o2)c1	-8	2	0	8	-2.2	-2	1	4	0	0
CCC(=O)N1CCC(C)(C(=O)NCc2ccc(F)cc2)C1 (configuration not stated)	-2	5	1	-6	-0.6	2	2	-8	nt	2
CCC(=O)Nc1ccc(C(=O)NNC(=O)c2ccc([N+](=O)[O-])cc2)cc1	6	-1	-1	4	-0.6	8	19	-1	-2	-4
COc1ccccc1NC1=NC(CO)(CO)CS1	5	-4	3	17	-1.8	5	0	1	nt	-4
COc1ccc(CCN(C)CCC(=O)Nc2c(C)cc(C)cc2C)cc1OC	-6	-6	-2	-10	-1.1	-1	1	-9	0	1
CCCCCCCCCC(=O)N/N=C/c1ccc(C)s1	1	-12	1	-13	-0.7	-7	-3	5	-2	-3
O=C1NC[C@H](Cc2ccccc2)N(C[C@@H]2CCCN2C[C@H](Cc2ccc(O)cc2)N2C[C@H](Cc3ccccc3)N(CC3CCCCCC3)C(=O)C2=O)C1=O	-1	12	-1	-1	2.3	-1	-1	8	nt	-3
N#C/C(=C(/O)c1ccc([N+](=O)[O-])cc1)c1nc2ccccc2[nH]1	-3	1	1	5	-0.2	1	-2	2	nt	-3
CC[C@H](CCCc1ccccc1OC)CCS(=O)(=O)N(C)C	7	-1	0	-1	nt	-2	-1	nt	nt	1
O=C(O)/C=C/c1ccc(S(=O)(=O)NCc2ccco2)cc1	-2	-8	-4	-3	0.6	-2	7	-4	2	4
CCC(C)/C(C)=N/NC(=O)c1ccc(COc2ccc(Cl)c(C)c2)cc1 (configuration not stated)	5	-3	2	-7	-0.1	-7	4	3	-9	-2
Cc1ccc(-n2c(C)cc(/C=N/NC(=O)CN(c3ccc(C)cc3C)S(C)(=O)=O)c2C)cc1	-5	1	1	-1	-2.3	3	-1	4	-4	-1
Cc1ccc(C)c(S(=O)(=O)N2CCN(C(=O)CNC(=O)c3sc4ccccc4c3Cl)CC2)c1	-5	9	-1	-6	-0.1	-3	-2	6	-11	0
COc1ccc(C2/C(=C(/O)c3ccccc3)C(=O)C(=O)N2CCCN2CCOCC2)cc1 (configuration not stated)	-4	5	-4	-3	-1.1	12	2	-1	0	3
CCS(=O)(=O)Nc1cccc(C2=NN(S(=O)(=O)c3ccc(F)cc3)C(c3cccs3)C2)c1 (configuration not stated)	-2	-9	1	-13	-3.5	-15	7	3	-25	2
COc1ccc(/C=C(/C#N)C(=O)Nc2ccccc2C)cc1C(=O)O	-1	-9	3	-11	-0.2	3	7	1	-3	1
CSc1cccc(NC(=S)N(CCC(C)C)C2CCN(C(C)C)CC2)c1	2	-4	-5	-8	-1.2	4	0	-2	-2	3
CN(C)S(=O)(=O)N1C(=O)c2ccccc2C1=O	-5	-5	10	-16	0.1	-4	1	-4	4	-2
Cn1ccnc1CC(O)(c1ccccc1)c1ccccc1	1	4	4	-15	-2.9	0	0	1	4	1
CCn1c2ccccc2c2cc(NC(=O)c3ccccc3[N+](=O)[O-])ccc21	5	-2	2	1	-1.1	21*	2	3	8	-1
S=C(NCc1ccco1)N1CCN(c2ccccc2Cl)CC1	4	-9	3	-13	-0.6	7	3	-8	-13	-1
COC(=O)CN1C(=O)N(c2ccccc2)C(N(O)C(=O)Nc2ccccc2)C1(C)C (configuration not stated)	5	8	0	0	1.2	5	-1	-8	0	0
O=C1CSC(c2cccc(Cl)c2Cl)N1c1ccccn1 (configuration not stated)	-2	-9	1	-1	-2.7	1	-2	-3	11	-3
O=C(Cc1ccc(Cl)cc1)Nc1ccc2c(c1)C(=O)NC2=O	1	-3	-1	3	-1.3	-3	-3	7	-1	0
CSc1nnc2sc3cc(C)ccc3n12	-5	3	0	4	0.3	-5	-7	-2	-2	1
COC(=O)C[C@@H]1C[C@H]2c3cc(NS(=O)(=O)c4ccccc4)ccc3O[C@H]2[C@@H](CO)O1	-6	-4	1	-2	-0.4	7	1	-2	-5	-2
CN(C)Cc1cc(C(C)(C)c2cc(CN(C)C)c(O)c(CN(C)C)c2)cc(CN(C)C)c1O	-1	4	-11	-1	-0.5	4	-5	3	10	-1
COc1cccc(S(=O)(=O)N(C)C[C@H]2OCc3cnnn3CCCC(=O)N([C@H](C)CO)C[C@@H]2C)c1	9	1	1	16	-0.6	0	-1	2	3	0
Cc1cccc(Cn2cc(COC(=O)NCC(C)C)nn2)c1	-2	9	-2	6	nt	0	-1	nt	nt	-1
NC(=O)c1csc(C2OC(CO)C(O)C2O)n1 (configuration not stated)	-4	-3	-2	-2	0.4	3	-1	1	nt	-1

Full records, quoted from the list:
Results for COc1cccc(S(=O)(=O)N(C)C[C@H]2OCc3cnnn3CCCC(=O)N([C@H](C)CO)C[C@@H]2C)c1 → Tn7 DDE FP: 9; mABHD4 FP: 1; LEDGF integ inh: 1; TDP2 inh: 16; PG9 binder: -0.6; SIAE inh: 0; UHRF1 binding: -1; TCR-CD3 inh: 2; HTRA1 inh: 3; PRMT1 FP inh: 0
Results for NC(=O)c1csc(C2OC(CO)C(O)C2O)n1 (configuration not stated) → Tn7 DDE FP: -4; mABHD4 FP: -3; LEDGF integ inh: -2; TDP2 inh: -2; PG9 binder: 0.4; SIAE inh: 3; UHRF1 binding: -1; TCR-CD3 inh: 1; HTRA1 inh: nt; PRMT1 FP inh: -1
